SSB-PriA inh: K. pneumoniae PriA-SSBct interaction inhibition | AlphaScreen SSBct-PriA binding, biotinylated peptide | inhibition, % at 33 µM | 430,000 compounds, 0.6% hits; in the data active = inhibition mostly above about 37%, no sharp cut-off; inactive = mostly below about 20%;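 note: plate controls were negative control peptide for no effect and reference peptide for full effect; strong numbers were not always called active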
SARS 3CLpro inh: SARS-CoV 3CLpro protease inhibition; P0C6X7; recombinant SARS-CoV 3CLpro, quenched FRET peptide cleavage; inhibition, % at 6 µM; 290,000 compounds, 0.14% hits; in the data active = inhibition above about 12%
PrPC TRFRET: cell surface PrPC inhibition, primary TR-FRET screen | AID 720596 | TR-FRET read-out | 370,000 compounds, 0.43% hits | P04156 | inhibition, % at 13.8 µM; in the data active = inhibition above about 24%; note: 0% = median of the test wells and 100% = reference compound wells
TcdB inh: inhibitors of Clostridioides difficile toxin B glycohydrolase. TcdB glycohydrolase enzymatic assay, plate reader. inhibition, % at 9.99 µM. 350,000 compounds, 0.24% hits. AID 652162; in the data active = inhibition above about 10%
PfHsp40 rescue: rescue of PfHsp40-mediated yeast toxicity. growth rescue, % at 12.5 µM. 340,000 compounds, 0.68% hits. AID 504582. S. cerevisiae expressing PfHsp40, growth rescue, ATP luminescence; in the data active = growth rescue above about 28%, passing the limit was not always enough; inconclusive = no clear call, values can overlap the other calls;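 note: yeast W303a lacking pdr1 and pdr3 grown in galactose medium; growth measured after three days at 30 °C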
BoNT A protease: blocks Botulinum neurotoxin A light chain protease | multiplex microsphere protease substrate cleavage, flow cytometry | 360,000 compounds, 0.17% hits | inhibition, % at 10 µM; note: plate controls were buffer without enzyme for full effect and enzyme alone for no effect
Yp Topo-I inh: inhibitors of Yersinia pestis topoisomerase I | activity, % at 10 µM | Y. pestis Topo-I cleavage product accumulation, plate reader | 360,000 compounds, 0.064% hits; in the data active = activity above about 50%, passing the limit was not always enough; inconclusive = no clear call, values can overlap the other calls; note: inactives centre near 2
Anthrax LF inh2: inhibitors of Bacillus anthracis lethal factor protease. P15917. multiplex microsphere protease cleavage assay, LF. inhibition, % at 10 µM. 360,000 compounds, 0.12% hits. AID 588501; note: plate controls were buffer without enzyme for full effect and enzyme alone for no effect
Target sequence (P15917 whole entry, looked up): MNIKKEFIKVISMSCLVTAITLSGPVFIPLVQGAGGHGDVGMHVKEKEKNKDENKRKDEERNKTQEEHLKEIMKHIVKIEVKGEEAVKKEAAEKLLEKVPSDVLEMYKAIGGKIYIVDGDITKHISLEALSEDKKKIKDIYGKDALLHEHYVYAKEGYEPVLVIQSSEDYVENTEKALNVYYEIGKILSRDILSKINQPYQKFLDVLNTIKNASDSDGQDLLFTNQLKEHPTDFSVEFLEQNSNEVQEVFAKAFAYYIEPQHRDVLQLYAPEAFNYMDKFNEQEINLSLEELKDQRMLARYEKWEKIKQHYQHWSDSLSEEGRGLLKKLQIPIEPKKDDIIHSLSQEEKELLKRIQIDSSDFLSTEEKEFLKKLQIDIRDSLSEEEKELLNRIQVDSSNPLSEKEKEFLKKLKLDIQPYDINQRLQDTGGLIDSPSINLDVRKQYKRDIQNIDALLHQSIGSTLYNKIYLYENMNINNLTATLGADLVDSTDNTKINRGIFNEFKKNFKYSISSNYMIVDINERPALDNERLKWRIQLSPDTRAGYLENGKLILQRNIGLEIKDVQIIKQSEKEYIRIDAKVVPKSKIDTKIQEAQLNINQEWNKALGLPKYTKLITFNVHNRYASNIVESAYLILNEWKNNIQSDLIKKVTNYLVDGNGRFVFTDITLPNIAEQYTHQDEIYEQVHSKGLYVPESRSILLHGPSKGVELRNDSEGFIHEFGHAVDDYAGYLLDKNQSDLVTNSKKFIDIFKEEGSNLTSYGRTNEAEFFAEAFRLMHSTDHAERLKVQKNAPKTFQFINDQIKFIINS
BH1578 lux ind: induces V. cholerae light production without autoinducers; 350,000 compounds, 0.16% hits; V. cholerae BH1578 lux reporter, luminescence, 6 h; activation, % at 18.7 µM; in the data active = activation mostly above about 9.7%, no sharp cut-off; inconclusive = no clear call, values can overlap the other calls; inactive = mostly below about 3.7%; note: not every result past the cut was called active; inactives centre near 0; reference of the scale not given here
Starred values were filed as active, the others as inactive; i = inactive; ? = inconclusive; · = no result given. Cut-off read from the data, not from the text of the source, unless noted: active = inhibition above about 30%; inconclusive = no clear call, values can overlap the other calls; inactive = below that.

SMILES	SSB-PriA inh	SARS 3CLpro inh	PrPC TRFRET	TcdB inh	PfHsp40 rescue	BoNT A protease	Yp Topo-I inh	Anthrax LF inh2	BH1578 lux ind
O=C(CNC(=O)c1cc2c(s1)CCC2)Nc1ccccc1Br	-12	-4	-4	·	0.1	-0.8	-2	0	5.6
O=C(Nc1ccc(Cl)cc1)N1CCSc2ccccc21	-1	3	11	·	0.9	1.4	16	0	i
O=C(Nc1cccc([N+](=O)[O-])c1)C1COc2ccccc2O1 (stereo not given)	-7	-3	-17	1.0	1.2	-0.1	-9	17	-0.3
COc1ccc(OC)c(NC(=O)C2CC(=O)N(Cc3ccco3)C2)c1 (stereo not given)	-7	·	-9	0.4	0.4	-3.6	6	-2	i
COc1ccc(S(=O)(=O)Nc2ccc3c(c2)CC(=O)N([C@@H](C)CO)C[C@H](C)[C@@H](CN(C)S(=O)(=O)c2ccc(F)cc2)O3)cc1	-3	·	0	-12	-2.0	0.1	23	3	1.9
COc1ccc(C2NCCCC2c2ccccc2)cc1 (stereo not given)	-8	·	9	-0.7	1.1	0.0	-5	-4	i
O=C(NC1CC1)c1ccc(CS(=O)(=O)c2c(Cl)cccc2Cl)o1	7	-8	1	0.6	0.7	-0.1	-11	-12	-0.4
O=C(O)c1cccc(S(=O)(=O)Nc2ccc([N+](=O)[O-])cc2O)c1	-8	-1	-6	1.1	-0.7	-0.3	2	-10	i
COc1ccccc1NS(=O)(=O)c1ccc(O)c(C(=O)OCC(=O)c2ccc(Cl)cc2Cl)c1	-5	-1	-1	2.0	0.2	0.7	12	0	i
CCOC(=O)c1nn(-c2ccccc2C)c(=O)c(C#N)c1C	12	1	-34	·	0.1	0.0	4	0	i
CCOC(=O)c1c(NC(=O)CCC(=O)O)sc2c1CC(C)(C)OC2	-3	-3	5	-0.2	1.0	-0.4	2	6	i
Cc1ccc(Nc2nc3ccccc3c(=O)s2)cc1	-5	-5	9	-2.3	-0.1	0.4	2	-3	-1.1
CCn1nc(C(=O)Nc2ccc(N3CCOCC3)cc2)c2ccccc2c1=O	-4	·	2	1.5	0.3	1.5	-11	-5	i
CN1C(=O)c2ccccc2C(C(=O)NCC2CCCO2)C1c1c[nH]c2ccccc12 (stereo not given)	-9	-1	-4	·	-0.1	-0.2	-3	0	-0.7
CN(C)CCN(C(=O)CCc1ccccc1)c1nc2c(F)cc(F)cc2s1	0	3	4	-0.4	1.0	-1.0	6	-5	i
Cc1ccc(-c2[nH]c3cc(C(=O)NCCCn4ccnc4)ccc3c(=O)c2O)cc1	13	·	-13	1.4	?	4.3	-5	-32	-0.4
CCN(CC)C(=O)c1cccc(NC(=O)c2cc(C3CC3)nc3c2cnn3C(C)C)c1	4	·	6	3.4	-0.4	-0.3	27	-5	-0.6
C=CC(C)(O)CCCC(C)CCCC(C)CCCC(C)C (stereo not given)	-10	·	5	-0.8	-0.9	-0.8	36	4	-0.3
C=CCN(Cc1ccc(Cl)s1)C(=O)c1cc(S(=O)(=O)N2CCOCC2)ccc1F	-3	·	0	-0.4	-0.3	-3.1	23	-4	i
O=C(CSc1nnc(-c2ccc(O)cc2)o1)Nc1ccccc1Br	1	-3	1	-0.1	1.8	-0.5	-9	-1	0.3

The last 6 entries of the part before lead into the next:
SMILES	SSB-PriA inh	SARS 3CLpro inh	PrPC TRFRET	TcdB inh	PfHsp40 rescue	BoNT A protease	Yp Topo-I inh	Anthrax LF inh2	BH1578 lux ind
CN(C)CCN(C(=O)CCc1ccccc1)c1nc2c(F)cc(F)cc2s1	0	3	4	-0.4	1.0	-1.0	6	-5	i
Cc1ccc(-c2[nH]c3cc(C(=O)NCCCn4ccnc4)ccc3c(=O)c2O)cc1	13	·	-13	1.4	?	4.3	-5	-32	-0.4
CCN(CC)C(=O)c1cccc(NC(=O)c2cc(C3CC3)nc3c2cnn3C(C)C)c1	4	·	6	3.4	-0.4	-0.3	27	-5	-0.6
C=CC(C)(O)CCCC(C)CCCC(C)CCCC(C)C (stereo not given)	-10	·	5	-0.8	-0.9	-0.8	36	4	-0.3
C=CCN(Cc1ccc(Cl)s1)C(=O)c1cc(S(=O)(=O)N2CCOCC2)ccc1F	-3	·	0	-0.4	-0.3	-3.1	23	-4	i
O=C(CSc1nnc(-c2ccc(O)cc2)o1)Nc1ccccc1Br	1	-3	1	-0.1	1.8	-0.5	-9	-1	0.3
CCC(CC)NC(=O)C1CCN(S(=O)(=O)c2cccs2)CC1	-11	-5	3	·	-0.7	-0.6	0	-4	i
CC1(Cc2cccc(C#N)c2)C(=O)Nc2ccc(-c3cccc(C(F)(F)F)c3)cc21 (stereo not given)	·	·	5	0.0	·	-0.2	38	-5	i
O=C(C1CCC(CNc2c(N3CCCC3)c(=O)c2=O)CC1)N1CCc2ccccc21 (stereo not given)	-14	-4	-2	1.7	2.1	-0.1	5	-7	i
CN/S(=N/S(=O)(=O)c1ccccc1)c1ccc(C)cc1 (stereo not given)	·	5	-6	·	-0.5	-0.7	5	7	i
CCOC(=O)c1cnc2cc(-c3ccc(C(C)(C)C)cc3)nn2c1N	-15	-2	1	·	-1.2	-1.3	-14	2	-0.6
COc1ccc(OCC(=O)NNC(=S)NC(=O)c2ccc([N+](=O)[O-])cc2)cc1	-7	0	-19	7.1	0.3	-1.8	0	-3	-0.3
CCOC(=O)C1CCCN(c2c(N3CCN(c4cccc(Cl)c4)CC3)c(=O)c2=O)C1 (stereo not given)	-9	8	-3	-0.1	0.0	-1.0	5	3	-0.3
CCOc1ccc(-c2cccc(NS(=O)(=O)c3cccc([N+](=O)[O-])c3)c2)nn1	·	·	-11	1.0	·	-0.9	4	-2	-0.2
Cc1cc(=O)[nH]c(SCc2ccc(Cl)cc2)n1	-14	·	12	1.2	-1.9	-6.3	12	2	-0.9
Nc1ccc(C(=O)Nc2ccc3c(O)cc(S(=O)(=O)O)cc3c2)cc1	-6	·	8	1.2	1.2	-0.4	-8	-3	i
CN(Cc1ccccc1)C(=O)COc1cccnc1[N+](=O)[O-]	0	-2	-19	0.3	-1.8	0.6	-9	11	-0.9
Cc1cc(N2CCCC2)nc2ccc(NC(=S)NC(C)C)cc12	16	-10	10	2.1	0.5	-1.0	-7	-2	i
CCOC(=O)c1c(C)[nH]c(C2=NNC(=NC3CC3)SC2)c1C	17	0	·	·	0.0	0.7	10	2	·
Cc1ccc(C(=O)OCC(=O)Nc2ccc3[nH]c(=O)[nH]c3c2)cc1[N+](=O)[O-]	-9	-1	-6	1.6	-1.0	0.8	-7	-7	0.5
CCCn1c(SC(C)C(=O)NCC2CCCO2)nc2sc3c(c2c1=O)CCC3 (stereo not given)	-2	·	8	1.7	-1.2	1.9	16	2	-0.7
O=C1N(c2ccccc2C(F)(F)F)O[C@]1(c1ccccc1)C1CCCCC1	-5	·	5	0.3	-2.1	-0.7	0	1	i
c1ccc(COC2COC3C(OCc4ccccc4)COC23)cc1 (stereo not given)	-3	·	-1	-0.6	-0.3	-0.7	8	2	2.7
O=[N+]([O-])c1ccc(NCCCO)c(S(=O)(=O)N2CCOCC2)c1	3	3	-20	0.8	-0.3	-0.7	-4	-8	i
OC(COCc1ccc2c(c1)OCO2)CN1CCCCC1 (stereo not given)	-14	3	-4	1.3	0.8	-0.2	-13	0	i
CCC(c1nnnn1CCc1ccccc1)N1CCN(C(=O)c2ccco2)CC1 (stereo not given)	-7	2	-3	0.6	-0.8	0.1	0	3	-0.7
O=c1[nH]cc(COCC(F)CCl)c(=O)[nH]1 (stereo not given)	-13	-6	9	1.4	0.1	-0.8	3	-4	i
Cc1ccnc(NC(=O)c2cc(-n3cnnc3)ccc2Cl)c1	-21	-3	3	·	-0.8	?	-4	2	1.4
O=C(c1cncc(Br)c1)N1CCN(S(=O)(=O)c2ccc3ccccc3c2)CC1	7	·	4	-0.9	2.3	2.4	18	1	i
CC(=O)Nc1ccc(NC(=O)CN(c2cc(Cl)ccc2Cl)S(C)(=O)=O)cc1	-2	3	-3	4.9	0.2	-0.9	1	-9	i
COc1ccc(CNC(=O)C2CSCCS2)cc1 (stereo not given)	4	-1	-3	·	1.3	-0.3	7	-7	-3.8
O=C(NCC(=O)N1CC(O)CC1C(=O)N1CC(O)CC1C(=O)OCc1ccccc1)OCc1ccccc1 (stereo not given)	-22	2	6	-1.5	0.4	-0.6	2	4	-0.1
Cc1ccc(C2Nc3ccccc3C(=O)N2CCCN2CCOCC2)cc1 (stereo not given)	-3	-3	0	-0.2	0.7	·	-1	·	i
O=C(COC(=O)/C=C/c1ccccc1[N+](=O)[O-])NCC(F)(F)F	4	1	-9	-0.1	-1.1	-0.4	6	3	-0.3
Cc1cc(=O)[nH]c(N/N=C/c2ccc(Cl)cc2Cl)n1	·	-3	-6	3.6	·	-1.9	-1	-27	-0.1
Cn1c(CC(=O)Nc2ccc(Cl)cc2)nnc1SCC(=O)N1CCOCC1	-8	-3	1	1.4	0.8	9.0	8	9	-0.8
Cc1cc(N2C(=O)C(O)=C(C(=O)c3cccs3)C2c2cccc(Br)c2)no1 (stereo not given)	9	5	-2	0.2	-0.6	-0.8	-7	3	-0.3
CN(c1ccc(F)cc1)S(=O)(=O)c1ccc(Cl)c(C(=O)OCC(=O)NC2CC2)c1	-3	·	1	-0.2	-0.1	2.5	16	-1	i
COc1cccc(O)c1CN1CCC(C(=O)Nc2ccc(-c3cccc(C)c3)cc2)CC1	21	3	-13	1.5	-0.4	-1.9	2	-30	-0.4
COc1ccc(CCNCc2c(OC)ccc3ccccc23)cc1	4	1	-2	-8.9	-0.7	1.8	9	6	-0.6
Cc1c(C)c2ccc(OC(C)C(=O)NCCCN3CCOCC3)c(C)c2oc1=O (stereo not given)	-4	-3	3	-0.5	0.4	-1.7	7	0	1.0
COC(=O)c1[nH]c2cccc(OC)c2c1NC(=O)CCN1CCC(C)CC1	5	-10	-4	·	-1.8	0.0	0	-11	i
CCOc1ccccc1N1CCN(C(=O)c2cc[n+]([O-])cc2)CC1	-9	-4	-6	·	0.8	1.4	1	0	10
CCC(=O)Nc1ccc2c(c1)ncn2CCc1ccccc1	-1	-4	9	1.6	-1.8	1.3	8	8	-1.0
CCCCCOC(=O)C1C2C=CC3(CN(c4ccccc4C)C(=O)C13)O2 (stereo not given)	-9	-3	6	·	0.0	1.3	-6	0	-2.0
COc1ccccc1NS(=O)(=O)c1ccc2oc(SCC(=O)N3CCNC3=O)nc2c1	-6	·	12	0.6	-0.7	-2.3	10	-2	0.9
N#Cc1ccccc1NC(=O)CNc1ccccc1N1CCCCC1	-7	-2	2	·	-0.1	?	-6	-4	160*
COC(=O)c1ccccc1NC(=O)CSc1nc2ccsc2c(=O)n1Cc1ccc(C(=O)O)cc1	·	·	-4	0.2	·	0.5	3	2	i
CCSc1nnc2c(n1)[nH]c1c(C)cccc12	0	-2	-20	·	8.8	0.5	-1	-4	-0.4
C=CCOc1ccc(CNC(C)(C)C)cc1OC	-23	-2	5	·	-0.6	0.1	-8	1	-0.7
O=c1c2cc(NC(=S)NCCN3CCCCCC3)ccc2nc2n1CCCCC2	7	2	5	0.1	-0.8	0.1	-7	-2	-1.1
COCCN(C(=O)CSc1nnc(C)n1-c1ccccc1)c1c(N)n(Cc2ccccc2)c(=O)[nH]c1=O	3	-3	0	·	-0.7	-0.5	1	-1	i
CC1(NC(=S)Nc2ccc3ccccc3c2)CCS(=O)(=O)C1 (stereo not given)	1	3	10	4.2	-1.9	·	-5	·	-1.9
CCOc1ccc(NC(=O)c2ccc(F)c(S(=O)(=O)N3CCN(c4ccccn4)CC3)c2)cc1	-15	0	10	·	6.8	?	8	-2	i
Cc1ccccc1S(=O)(=O)Nc1ncc(C(F)(F)F)cc1Cl	-9	-4	-1	5.3	-0.5	0.2	-3	-1	i
Cc1ccccc1S(=O)(=O)c1c(C)cc(C)n(C(C)C)c1=O	-34	6	-6	·	-0.9	-0.6	-5	2	0.3

Some of the compounds tested; count on the stated rates, not on these rows.
